# Screening results from PubChem.
# ABCG2 inh: human ABCG2 inhibition, ABCB1 as counter-screen | AID 1325 | inhibition, % at 6.6 µM | IgMXP3 cells, JC-1 efflux, flow cytometry | Q9UNQ0 | 190,000 tested, 0.1% active;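 active = inhibition above 80%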;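 note: 0% = DMSO and 100% = nicardipine control wells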
# Target sequence (Q9UNQ0 whole entry, looked up): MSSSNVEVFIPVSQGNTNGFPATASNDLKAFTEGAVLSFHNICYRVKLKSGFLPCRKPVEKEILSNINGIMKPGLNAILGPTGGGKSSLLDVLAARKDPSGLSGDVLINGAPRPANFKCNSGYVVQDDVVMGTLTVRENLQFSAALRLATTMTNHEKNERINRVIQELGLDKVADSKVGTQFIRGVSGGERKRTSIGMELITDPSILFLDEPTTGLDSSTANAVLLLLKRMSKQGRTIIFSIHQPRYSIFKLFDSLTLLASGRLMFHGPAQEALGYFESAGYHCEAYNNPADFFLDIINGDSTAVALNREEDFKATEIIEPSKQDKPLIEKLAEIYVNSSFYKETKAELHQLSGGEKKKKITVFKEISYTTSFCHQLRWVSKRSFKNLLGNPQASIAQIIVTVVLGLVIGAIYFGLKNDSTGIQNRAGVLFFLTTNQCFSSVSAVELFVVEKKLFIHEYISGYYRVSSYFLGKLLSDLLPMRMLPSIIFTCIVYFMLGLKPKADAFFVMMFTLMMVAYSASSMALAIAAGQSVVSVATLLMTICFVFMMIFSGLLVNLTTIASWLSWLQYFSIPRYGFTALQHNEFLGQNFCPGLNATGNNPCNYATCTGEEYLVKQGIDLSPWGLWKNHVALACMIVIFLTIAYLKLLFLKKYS
#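 material = IgMXP3 (ABCG2) plus far-red-tagged CCRF-Adr (ABCB1) cells | amount = 3 million cells/mL, equal mix of both lines | also added = JC-1 transporter substrate | dosing = one concentration, 6.6 µM final | schedule = 10 min at 25 °C | measured by = flow cytometric JC-1 green MFI at 530 nm | read-out basis = percent efflux inhibition, scaled nicardipine 100% to DMSO 0%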
# Rab7 wt modul: alters GTP binding to wildtype dog Rab7; GST-Rab7 beads, fluorescent GTP binding, flow cytometry; actives lie on both sides; untreated = 100%, excess cold GTP = 0%; GTP binding activity (percent of control), % at 10 µM; 190,000 tested, 0.055% active; AID 758;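 active = fluorescent GTP binding to Rab7 beads changed by at least 20 points from the 100% baseline, either direction, mostly lower; inconclusive = compound itself probably fluorescent, or too few beads counted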;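 note: median green fluorescence of bound Bodipy-FL-GTP per Rab7 bead population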
# Rac1 wt GTP bind: modulators of human Rac1 wildtype GTP binding; GTP binding activity (% of control), % at 10 µM; 190,000 tested, 0.27% active; P63000; GST-Rac1 beads, fluorescent GTP binding, flow cytometry; actives lie on both sides; 0 = cold GTP competed, 100 = untreated;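 active = GTP binding activity at least 20 points away from the 100% control level, either lower or higher; inconclusive = compound flagged as likely green fluorescent, judged across all proteins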
# Pf gametocyte: inhibitors of late stage P. falciparum gametocyte viability; 150,000 tested, 0.065% active; AID 743093; P. falciparum stage V gametocytes, ATP luminescence, 24 h; inhibition, % at 10.9 µM;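 active = inhibition above the mean plus 3 SD of compounds within the control limits, set per campaign, cut at about 38% in these data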;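 note: 0% = DMSO wells and 100% = medium only without gametocytes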
# Rac1 mut GTP: alters GTP binding to activated mutant human Rac1; 190,000 tested, 0.11% active; P63000; percent activity (GTP binding), % at 10 µM; GST-Rac1 activated beads, fluorescent GTP binding, flow cytometry; actives lie on both sides; 100% means binding = to untreated wells;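 active = GTP binding at least 20 percentage points away from the 100% baseline, in either direction, so actives lie on both sides; inconclusive = Compound likely fluorescent itself, or too few beads counted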
# Avidin bead fluor: compound fluoresces at 488/530 nm on avidin beads | 220,000 tested, 0.38% active | compound fluorescence 488/530 nm, flow cytometry; hits give high values | fluorescence (KMESF) at 10 µM; in the data active = fluorescence above about 47; note: inactives centre near 10
# HRas wt GTP: changes GTP binding to wildtype human HRas; P01112; GST-Ras wt beads, Bodipy-FL-GTP binding, flow cytometry; actives lie on both sides; GTP binding activity, % at 10 µM; 190,000 tested, 0.14% active; AID 759;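 active = GTP binding activity at least 20% away from the 100% baseline, either lowered as inhibitor or raised as activator; inconclusive = flagged as likely green fluorescent, judged across all proteins in the well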;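 note: 0% = unlabeled GTP competition control and 100% = no-compound control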
# Target sequence (P01112 whole entry, looked up): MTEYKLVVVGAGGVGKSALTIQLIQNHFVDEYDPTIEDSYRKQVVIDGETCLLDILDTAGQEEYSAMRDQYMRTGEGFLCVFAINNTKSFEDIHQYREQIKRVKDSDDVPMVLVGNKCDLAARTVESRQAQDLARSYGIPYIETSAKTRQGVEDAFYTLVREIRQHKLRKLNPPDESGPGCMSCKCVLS
# ABCB1 block: inhibitors of human ABCB1 transporter, ABCG2 counter-screen; AID 1326; inhibition, % at 6.6 µM; 190,000 tested, 0.067% active; CCRF-Adr cells, JC-1 efflux, flow cytometry; in the data active = inhibition above about 40%;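 note: 0% = vehicle and 100% = reference inhibitor; higher value means more JC-1 retained so stronger ABCB1 efflux block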
# Cdc42 wt: changes GTP binding to wildtype human Cdc42 | percent activity (GTP binding), % at 10 µM | GST-Cdc42 beads, Bodipy-GTP binding, flow cytometry; actives lie on both sides | 190,000 tested, 0.2% active | P60953;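 active = percent activity GTP binding at least 20 points away from the 100% baseline, either down as inhibitor or up as activator; inconclusive = compound flagged as likely green fluorescent from well-wide comparison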;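 note: median bead fluorescence of bound Bodipy-FL-GTP at 100 nM; 0% = excess unlabeled GTP control and 100% = no compound control; below 100% means less GTP binding so inhibitor and above means activator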
# Target sequence (P60953 whole entry, looked up): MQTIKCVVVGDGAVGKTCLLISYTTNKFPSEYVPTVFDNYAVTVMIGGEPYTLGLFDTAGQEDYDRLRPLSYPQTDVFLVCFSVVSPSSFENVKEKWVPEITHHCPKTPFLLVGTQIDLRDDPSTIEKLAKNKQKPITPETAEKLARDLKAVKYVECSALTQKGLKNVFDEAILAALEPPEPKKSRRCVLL
# Mcl1 Noxa PPI: Mcl-1/Noxa interaction inhibition; 220,000 tested, 1.5% active; TR-FRET Mcl-1/Noxa peptide binding, 2 h; inhibition, % at 21.7 µM; Q07820;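 active = compounds that cut the protein-peptide binding signal by more than 50% relative to plate controls in a single-dose test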;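 note: His-tagged Mcl-1 with rhodamine Noxa BH3 peptide and terbium anti-His antibody; 0% = Mcl-1 plus Noxa peptide wells and 100% = peptide-only wells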
# Rab2 wt GTP: changes GTP binding to wildtype dog Rab2A, up or down. GTP binding activity, % at 10 µM. P61105. 190,000 tested, 0.19% active. GST-Rab2 wt beads, Bodipy-GTP binding, flow cytometry. AID 760;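 active = GTP binding activity at least 20 points away from 100%, either lowered or raised; inconclusive = signal likely due to the compound's own green fluorescence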;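 note: 0% = beads with excess unlabeled GTP and 100% = no-compound control corrected for plate trend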
# * hit, by the source's call; ? = inconclusive; · = not tested or not shown.
# Fields: ABCG2 inh	Rab7 wt modul	Rac1 wt GTP bind	Pf gametocyte	Rac1 mut GTP	Avidin bead fluor	HRas wt GTP	ABCB1 block	Cdc42 wt	Mcl1 Noxa PPI	Rab2 wt GTP
- OCC(CO)(CO)n1cnnn1
 : 1	95	96	·	94	12	101	0.6	99	-16	98
- NC(=O)NC1CCCc2c1[nH]c1ccc(Cl)cc21 (stereo unspecified)
 : 1	96	104	·	98	5	99	0.1	100	-14	99
- Cc1[nH]c2ccccc2c1C(=O)CSc1nc2ccccc2c(=O)n1-c1ccccc1F
 : -8	103	97	16	95	11	97	-1.2	95	-86	96
- Cc1ccc(NCCC#N)cc1C
 : 2	100	104	6	100	15	102	0.6	98	22	101
- CCCCNc1nc2ccccc2n1CC(=O)Nc1c(C)cccc1CC
 : 4	93	103	1	99	15	99	1.0	99	7	98
- N#C/C(=C/c1ccc(Br)o1)C(N)=O
 : -1	93	102	-9	99	7	99	-0.7	99	-12	100
- CCN1CCN(CC(=O)Nc2ccc(Cl)c(Cl)c2)C(=O)C1=O
 : 0	93	94	·	95	7	95	0.0	93	-7	96
- Cc1nc(N2CCCCC2)c(C#N)c(C)c1[N+](=O)[O-]
 : 4	103	97	-6	95	16	98	0.8	97	11	99
- CC(=O)c1cccc(NC(=O)CSC(=O)c2ccccc2)c1
 : 4	97	107	12	98	11	100	-0.2	103	22	100
- Cc1nc2ccccc2c(=O)n1CC(=O)N1CCOCC1
 : 2	98	95	·	94	17	99	0.5	96	6	97
- COc1ccc(-n2nnc3c(SCC(=O)NCc4ccco4)ncnc32)cc1
 : 46	103	107	·	102	8	99	0.3	101	23	100
- O=C(NCCN1CCN(Cc2ccccc2Cl)CC1)Nc1ccccc1
 : 3	91	96	·	92	33	96	0.7	98	8	94
- CCOc1ccc(Nc2nc(Cc3nnc(SCC(=O)N(CC)CC)n3C)cs2)cc1
 : 0	99	106	-11	100	4	101	0.2	101	2	100
- COc1ccc(N2CCN(c3nc(NCCO)nc(N4CCOCC4)n3)CC2)cc1
 : 2	102	99	·	98	11	100	0.4	100	-5	99
- FC(F)(F)c1cnc(Sc2nnc(-c3cccs3)n2CC2CCCO2)c(Cl)c1 (stereo unspecified)
 : 2	100	102	·	99	8	101	0.5	102	-11	99
- COc1cc(OC)cc(C(=O)NCC(=O)OCC(=O)c2ccc3c(c2)-c2ccccc2C3)c1
 : 7	93	95	·	97	11	96	0.5	94	-19	94
- CCOc1ccc(N(CC(=O)NCC2CCCO2)S(=O)(=O)c2ccc(OC)c(OC)c2)cc1 (stereo unspecified)
 : 6	101	104	·	102	30	100	1.8	102	0	101
- O=C(CCl)N(c1ccc(Cl)cc1)c1c[nH]c2ccccc12
 : 7	98	100	1	97	42	97	1.2	100	2	97
- Cn1cc(Cl)c(-c2n[nH]c(=S)n2-c2ccc(F)cc2)n1
 : 2	93	101	14	98	12	98	-0.5	101	23	98
- C=CCc1cc(/C=N\NC(=O)CSc2nnc(CCCc3ccc(OC)c(C)c3)o2)cc(OC)c1O
 : 15	98	96	6	96	9	99	0.7	96	19	98
- CCOC(=O)c1sc(NC(=O)CN(CC)CC)c(C(=O)OCC)c1C
 : -3	97	101	·	96	25	95	-0.5	98	-7	96
- Cc1ccc(S(=O)(=O)/C(C#N)=C/c2c(N3CCN(C)CC3)nc3ccccn3c2=O)cc1
 : 16	103	105	-29	102	8	103	1.0	102	5	102
- O/N=C1/CCCCc2sccc21
 : 2	103	103	5	100	16	99	0.3	100	8	101
- Cc1cccn2c(=O)c3cc(C#N)c(=N)n(CCN4CCOCC4)c3nc12
 : 4	98	100	·	100	5	99	0.3	100	15	100
- CCCN(CCC)S(=O)(=O)c1ccc(Cl)c([N+](=O)[O-])c1
 : 3	95	94	1	97	10	96	0.7	96	-1	92
- COc1ccc(-n2c(SCC#N)nc3ccccc3c2=O)cc1
 : 1	96	101	·	97	37	99	0.6	100	-4	99
- COc1ccc(NC(NC(=O)c2ccc(OC)cc2)C(Cl)(Cl)Cl)cc1 (stereo unspecified)
 : 2	104	106	·	102	37	103	0.5	104	3	103
- Cc1ccc(C)c(-n2ccnc2SCC(N)=O)c1
 : 1	94	94	-14	94	10	97	0.2	99	11	92
- CC1(C)CC(=O)C(C=NCC2CCNCC2)=C(O)C1
 : 1	94	95	24	93	6	94	0.8	94	-20	93
- O=[N+]([O-])CC(=Nc1ccc(Cl)cc1)N/N=C\c1oc(O)c2ccccc12
 : -10	97	99	·	97	13	97	-2.5	96	-1	98
- COc1cc(SC)ccc1C(=O)Nc1ccc(C)cc1C
 : 32	93	104	·	101	9	100	1.4	101	5	99
- O=C(COc1ccccc1F)Nc1ccc(S(=O)(=O)NCc2ccco2)cc1
 : 3	95	95	3	96	28	97	0.4	97	3	97
- CCC1Oc2ccc(C)cc2N(CC(=O)N(Cc2ccc(C)o2)C2CC(C)(C)NC(C)(C)C2)C1=O (stereo unspecified)
 : 3	103	101	17	98	16	101	-0.4	101	13	96
- Cc1cc(Nc2ccccc2)n(-c2ccc(Br)cc2)n1
 : 2	98	95	·	93	6	98	0.6	100	5	98
- Cc1ccc(C(C(=O)NCCc2ccccc2)N(C(=O)c2csnn2)C2CC2)o1 (stereo unspecified)
 : 2	99	98	18	96	18	99	0.3	97	5	99
- COc1cccc(NC(=S)N2CCCC2c2ccc(OC)c(OC)c2)c1 (stereo unspecified)
 : 33	104	99	-8	99	5	98	1.7	96	-8	99
- CCOC(=O)Cc1csc(NC(=O)NC2(C(F)(F)F)Oc3ccc(Cl)cc3O2)n1 (stereo unspecified)
 : 0	101	107	6	98	6	102	0.0	100	23	100
- COC(=O)c1ccc(CSc2nnc(-c3ccc4c(c3)OCO4)n2-c2ccccc2)o1
 : 2	99	105	·	99	10	100	0.6	101	7	99
- CCOC(=O)CCCc1sc(N)nc1-c1[nH]c(=O)[nH]c1C
 : 0	95	99	·	100	1	98	-0.3	98	24	99
- C=CCN1C(=O)/C(=C/c2ccc(N(C)C)cc2)S/C1=N\c1nnc(CC)s1
 : 53	?	?	·	?	29	?	33	?	21	?
- Oc1ccccc1/C=N/n1cnnc1
 : 2	96	107	·	102	21	101	0.6	103	7	97
- COc1cccc(/C=N/Nc2nn3cnnc3c3ccccc23)c1
 : 3	?	?	·	?	11	?	0.5	?	·	?
- Cc1nnc(-c2ccco2)c2cn(-c3cccc(Br)c3)nc12
 : -11	93	87	·	96	2	90	-0.8	92	33	86
- O=C(NCCN1CCN(c2ccccc2)CC1)c1cccn2c(=O)c3ccccc3nc12
 : 5	100	92	·	94	23	96	3.5	98	0	95
- Cc1ccc(S(=O)(=O)CCC(=O)NCc2ccccc2Cl)cc1
 : 15	99	105	-10	102	9	100	1.5	101	0	101
- CCO[C@H]1OC(C(=O)O)=C[C@@H](c2ccc3c(c2)OCO3)[C@@H]1CCCO
 : 1	95	98	-7	94	5	97	0.2	96	8	96
- Nc1nc(CSCc2ccccc2)nc(N2CCOCC2)n1
 : 0	102	102	·	98	6	101	-2.0	99	-7	99
- Cc1ccc(NC(=O)CSCC(=O)N2CCOCC2)cc1
 : 0	98	104	-26	99	5	100	1.1	101	21	99
- CCC(C)Nc1c2c(nc3c(-c4ccccc4)c(C)nn13)CCC2 (stereo unspecified)
 : 7	101	102	·	101	29	102	1.5	101	3	99
- Cc1ccc(-c2cnn(-c3cccc(C(F)(F)F)c3)c2N)cc1
 : 7	100	103	-13	104	8	105	0.7	105	2	105
- CCOc1ccc(C(CC(=O)O)NS(=O)(=O)c2ccc(C)cc2)cc1OC (stereo unspecified)
 : ·	99	103	-36	98	5	99	·	102	-4	100
- CN(C)S(=O)(=O)c1cccc(NC(=O)COC(=O)/C=C/c2ccco2)c1
 : 46	101	104	·	98	19	101	0.2	102	28	101
- COc1ccc(OC)c2c1sc(=NC(=O)c1cccc(N3C(=O)CCC3=O)c1)n2C
 : 2	101	106	·	98	7	102	0.9	104	-47	101
- CCOC(=O)c1sc(NC(=O)c2cc(S(=O)(=O)N3CCOCC3)ccc2C)nc1C
 : 19	99	102	·	100	13	100	1.1	100	6	98
- COc1ccccc1N(CC(=O)NCC1CCCO1)C(=O)Cn1nnc(-c2cccs2)n1 (stereo unspecified)
 : 4	96	103	-3	98	9	98	-1.0	97	12	100
- COC(=O)c1sccc1NC(=O)C1C2C=CC(O2)C1C(=O)O (stereo unspecified)
 : 14	100	104	·	98	9	102	-0.7	105	19	101
- CSc1nc2ccccc2n1Cc1c(Cl)cccc1Cl
 : 1	101	97	·	96	13	99	0.3	98	11	97
- C#CCNc1nc(C)nc2c1nnn2Cc1ccccc1F
 : 2	95	97	16	96	7	97	0.3	98	13	94
- CCOc1ccc2[nH]cc(S(=O)(=O)c3ccc(Cl)cc3)c(=O)c2c1
 : 0	100	92	·	92	9	93	-0.3	88	2	93
- CC(C)NC(=O)C1CCN(C(=O)C(C(=O)c2ccccc2)n2cc(Cl)ccc2=O)CC1 (stereo unspecified)
 : 1	107	107	21	99	12	104	0.3	104	-9	103

# The results go on.
# Fields: ABCG2 inh	Rab7 wt modul	Rac1 wt GTP bind	Pf gametocyte	Rac1 mut GTP	Avidin bead fluor	HRas wt GTP	ABCB1 block	Cdc42 wt	Mcl1 Noxa PPI	Rab2 wt GTP
- Cc1ccc(C)c(CSc2nnc(C)c(=O)[nH]2)c1
 : 2	98	100	8	99	8	98	0.1	98	13	98
- CN1CCN(C(=O)C2CCC(CNS(=O)(=O)c3cccc4cccnc34)CC2)CC1 (stereo unspecified)
 : 0	95	98	·	98	5	98	0.2	98	6	99
- COc1ccc(/C=N/NC(=O)c2cccc(NC(=O)c3ccc(F)cc3)c2)c(C(=O)O)c1OC
 : 0	101	93	-4	91	6	90	0.0	91	4	92
- CCOc1ccc(N(CC(=O)NCc2cccc(OC)c2)S(=O)(=O)c2c(C)noc2C)cc1
 : 2	99	107	·	102	5	100	2.6	102	0	100
- CCCN(CCC)CCNC(=O)C1c2ccccc2C(=O)N(CCOC)C1c1ccc(F)cc1 (stereo unspecified)
 : -1	96	100	·	97	4	97	-0.2	98	-5	99
- COc1ccc(OCC(O)Cn2c(=N)n(CCN3CCOCC3)c3ccccc32)cc1 (stereo unspecified)
 : 1	101	103	·	99	36	102	0.3	103	15	101
- COc1ccc(CN2C(=O)c3cccnc3C2O)cc1 (stereo unspecified)
 : 1	101	106	·	102	29	104	0.5	104	25	106
